MazEF act: MazEF (E. coli) toxin RNase activation | activation, % at 20 µM | P0AE70 | AID 504720 | 0.32% of 350,000 active | FAM/BHQ RNA-DNA oligo cleavage fluorescence, 5 h; in the data active means activation above about 50%
VHR inh abs: DUSP3 (human) phosphatase inhibition; recombinant VHR phosphatase, pNPP absorbance; P51452; 0.52% of 290,000 active; inhibition, % at 13.3 µM; in the data active means inhibition above about 50%; further: some compounds called inactive have numbers as strong as hits
Target sequence (P51452 whole entry, looked up): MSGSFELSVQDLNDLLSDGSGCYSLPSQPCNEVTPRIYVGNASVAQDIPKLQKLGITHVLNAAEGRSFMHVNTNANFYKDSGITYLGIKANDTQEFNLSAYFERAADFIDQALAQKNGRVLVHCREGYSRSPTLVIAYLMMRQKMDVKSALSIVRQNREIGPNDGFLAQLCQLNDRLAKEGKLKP
SARS 3CLpro inh: SARS-CoV 3CLpro protease inhibition; P0C6X7; recombinant SARS-CoV 3CLpro, quenched FRET peptide cleavage; inhibition, % at 6 µM; 0.14% of 290,000 active; in the data active means inhibition above about 12%
PriA SSB inh: K. pneumoniae PriA-SSBct interaction inhibition; AlphaScreen SSBct-PriA binding, biotinylated peptide; inhibition, % at 33 µM; 0.6% of 430,000 active; in the data active means inhibition mostly above about 37%, no sharp cut-off; inactive means mostly below about 20%;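 further: plate controls were negative control peptide for no effect and reference peptide for full effect; strong numbers were not always called active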
Mtb BioA inh: blocks M. tuberculosis BioA enzyme activity. purified M. tuberculosis BioA enzyme, plate reader. inhibition, % at 9.99 µM. 0.096% of 360,000 active. AID 602481; in the data active means inhibition above about 40%
GDH-TPI inh: GDH-TPI coupled enzyme inhibition counter-screen. inhibition, % at 4.8 µM. AID 588335. GDH-TPI coupled enzyme counterscreen, NADH absorbance. 1.2% of 360,000 active; in the data active means inhibition above about 30%;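 further: 0% = DMSO wells and 100% = wells lacking the enzyme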
Mtb FBA inh: inhibits M. tuberculosis FBA enzyme; purified M. tuberculosis FBA, fluorescence read-out; inhibition, % at 1 µM; AID 588726; 2.3% of 360,000 active; in the data active means inhibition above about 27%;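 further: 0% = vehicle and 100% = reference inhibitor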
Mtb UGM inh: blocks M. tuberculosis UGM enzyme | purified UGM, fluorescence polarization probe displacement | inhibition, % at 10 µM | 0.06% of 320,000 active | AID 504406; in the data active means inhibition above about 10%, passing the limit was not always enough
Target sequence (P9WIQ1 whole entry, looked up): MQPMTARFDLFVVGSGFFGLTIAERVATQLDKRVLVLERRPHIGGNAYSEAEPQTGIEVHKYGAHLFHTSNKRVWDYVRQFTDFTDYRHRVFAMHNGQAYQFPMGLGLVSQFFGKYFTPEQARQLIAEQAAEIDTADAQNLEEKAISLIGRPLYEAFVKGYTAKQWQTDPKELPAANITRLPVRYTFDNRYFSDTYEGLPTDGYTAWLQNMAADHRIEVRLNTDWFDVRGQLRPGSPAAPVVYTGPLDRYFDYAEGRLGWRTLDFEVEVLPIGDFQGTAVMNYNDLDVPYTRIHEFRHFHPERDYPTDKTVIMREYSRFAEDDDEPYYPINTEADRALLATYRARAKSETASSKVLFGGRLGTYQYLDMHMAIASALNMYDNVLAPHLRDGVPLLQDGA
Vc quorum ag: quorum light induction in luxS cqsA deficient V. cholerae. activation, % at 18.7 µM. 0.16% of 350,000 active. V. cholerae BH1578 lux reporter, luminescence, 6 h; in the data active means activation mostly above about 9.7%, no sharp cut-off; further: not every result past the cut was called active; inactives centre near 0; reference of the scale not given here
Rv3671c inh: inhibits the M. tuberculosis serine protease Rv3671c. P9WHR9. inhibition, % at 5.96 µM. 0.048% of 320,000 active. AID 2606; in the data active means inhibition above about 38%;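 further: extracellular domain of Rv3671c used as enzyme; 0% = enzyme with DMSO and 100% = no enzyme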
Target sequence (P9WHR9 whole entry, looked up, the tested form may be a part): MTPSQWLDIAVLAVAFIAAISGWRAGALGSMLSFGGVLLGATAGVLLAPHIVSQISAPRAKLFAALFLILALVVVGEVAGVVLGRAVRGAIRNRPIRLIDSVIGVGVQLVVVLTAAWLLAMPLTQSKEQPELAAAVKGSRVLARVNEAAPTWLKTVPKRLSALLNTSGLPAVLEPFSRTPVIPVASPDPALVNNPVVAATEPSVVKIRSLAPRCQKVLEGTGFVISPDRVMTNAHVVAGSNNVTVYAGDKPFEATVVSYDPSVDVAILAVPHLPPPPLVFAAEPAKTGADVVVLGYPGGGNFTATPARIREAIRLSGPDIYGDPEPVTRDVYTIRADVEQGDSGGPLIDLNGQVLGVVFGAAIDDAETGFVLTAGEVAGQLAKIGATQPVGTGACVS
* hit, by the source's call; i = inactive; . = not tested or not shown; & = joins results of further samples.

SMILES	MazEF act	VHR inh abs	SARS 3CLpro inh	PriA SSB inh	Mtb BioA inh	GDH-TPI inh	Mtb FBA inh	Mtb UGM inh	Vc quorum ag	Rv3671c inh
Cc1cccc(C)c1NC(=O)NC1(C(=O)N2CCN3CCCC3C2)CCCCC1 (configuration not stated)	3	17	-7	2	.	-7	0	0.6	-0.4	-4
CCc1ccc(C(=O)OCC(=O)N(CC)c2c(N)n(Cc3ccccc3)c(=O)[nH]c2=O)cc1	-1	.	.	-8	-2.3	4	-1	-0.9	i	-4
COC1C=CC(CNC(=O)c2cc3c(=O)n4cccc(C)c4nc3n2C)(OC)O1 (configuration not stated)	13	-21	1	-23	.	23	36*	-2.4	-0.2	-1
CC(=O)Oc1c(S(=O)(=O)c2ccccc2)c(C)nn1C(C)(C)C	6	-2	-2	-6	.	11	-1	-2.1	0.0	6
CCNC(=O)c1c(C)nc2ccccn12	3	8	0	-2	1.0	-13	4	-0.2	-2.2	-5
COc1cc(S(=O)(=O)NCc2ccc3c(c2)OCO3)ccc1Cl	-1	6	-2	-2	0.1	-2	0	0.1	i	-6
CC(C)(C)n1ncc2c(=O)n(CC(=O)Nc3ccc4c(c3)OCO4)cnc21	-6	22	3	-7	-2.5	-1	2	-1.2	.	3
O=C1NC(=O)C2(CCCc3c([N+](=O)[O-])cccc32)N1 (configuration not stated)	1	.	.	.	-0.6	6	0	.	i	.
CCN(CC)CCCNc1cc2n(c(=O)n1)CCc1cc(OC)c(OC)cc1-2	-4	8	0	-12	0.3	17	41*	2.6	0.7	0
O=C(Nc1c(C(=O)O)[nH]c2ccccc12)c1cccc(C(F)(F)F)c1	0	-2	3	-3	.	8	-1	2.4	-0.5	-1
Cc1ccc2oc(NC(=O)N3CCOCC3)cc(=O)c2c1	2	32	-2	6	1.1	20	-1	-0.1	.	2
CCOC(=O)C1CCN(Cc2cnc(Oc3ccc(Cl)cc3C)s2)CC1	4	10	4	-14	0.8	-8	-5	-0.6	-0.5	-2
COc1ccc(CN(C)C(=O)C(Cc2ccccc2)NC(=O)c2ccccc2)c(OC)c1OC (configuration not stated)	5	.	.	.	3.9	1	0	.	-0.3	.
CCCSc1nc(N)nc(-c2cccs2)c1C#N	4	0	6	-41	0.2	10	4	-2.7	-1.0	-20
CN1C(=O)NC(=O)C(C)(C2=CCCCC2)C1=O (configuration not stated)	3	.	.	1	-1.0	-17	2	0.7	-0.7	2
CC(=O)c1cnc2nc(SCc3ccc(C)cc3)nn2c1C	11	15	-4	3	-0.1	-1	1	-0.4	-0.3	1
CNC(=O)C(NC(=O)c1ccccc1)=C(C)C	2	-16	0	-4	-0.2	-4	2	5.8	7.1	8
O=C(Nc1ccc(Cl)cc1)N1CC1	-1	.	.	-4	-1.3	2	-2	.	i	.
O=[N+]([O-])c1ccc(Oc2ncccn2)cc1	3	.	.	0	-2.2	-5	1	3.9	-1.1	0
CCCN1C(=O)/C(=C/c2ccc(OCC(=O)OCC)cc2)NC1=S	-7	3	6	-12	.	7	-1	.	0.3	.
c1ccc2c(c1)ccc1nnc(SCc3ccc4c(c3)OCO4)n12	2	27	1	-2&-16	-0.8	12	7	-2.4	-0.1	5
COCCN(CCOC)c1nc(N)c2c(N)nc3c(c2c1C#N)CC(=O)N3Cc1ccc(Cl)cc1	-5	10	-1	3	.	14	33*	5.7	-0.1	2
N#Cc1cc(C(=O)c2cc(Br)ccc2O)cn(Cc2ccccc2)c1=O	-5	-7	4	2	.	7	1	-3.8	-0.3	2
O=C(CN1C(=O)C2CC=CCC2C1=O)Nc1nnc(SCc2ccc(F)cc2)s1 (configuration not stated)	-6	10	4	-6	-0.5	10	3	4.3	-0.8	-7
Cc1cc(C)nc(N/N=C/c2ccc(Cl)cc2)n1	-3	9	0	i	-0.2	26	-1	-3.3	1.6	13
Following part:
SMILES	MazEF act	VHR inh abs	SARS 3CLpro inh	PriA SSB inh	Mtb BioA inh	GDH-TPI inh	Mtb FBA inh	Mtb UGM inh	Vc quorum ag	Rv3671c inh
COc1ccc(NS(=O)(=O)c2ccc(C)c(C(=O)N(C)CC(=O)Nc3cccc(OC)c3)c2)cc1	5	.	.	-2	0.7	-5	2	-0.3	i	-12
CCCCCCN1C[C@@H](O)[C@H](n2cc(COC(=O)c3ccccc3)nn2)C[C@@H]1c1ccc(C)cc1	-9	.	.	.	-0.1	-11	2	.	1.1	.
CSc1nc(C(=O)N2CCCC(C(=O)c3ccc(Cl)cc3)C2)cs1 (configuration not stated)	6	8	3	-5	.	-8	3	0.9	i	-3
CCOC(=O)c1c(NC(=O)c2ccc(Br)o2)sc2c1CCCC2	1	11	-1	-42	0.1	9	-3	2.0	i	5
CN(CC(=O)NCCc1ccc(S(N)(=O)=O)cc1)CC(=O)Nc1ccc(F)c(F)c1F	-1	.	.	-20	0.5	0	-1	-0.1	i	4
COc1ccc(Cl)c2sc(N(CCN(C)C)C(=O)c3ccc4c(c3)OCCO4)nc12	25	.	.	16	.	7	-1	-0.4	-10	3
COc1ccc(/C=C2/C(=O)N(Cc3ccccc3)N=C2C)cc1	-3	-7	8	6	.	2	5	-2.3	-0.4	-59
CCOc1cc(/C=C2\SC(=O)N=C2N)ccc1O	-59	-3	4	.	-1.2	9	-15	4.9	-0.7	-10
Cc1ccc(CN2CCN(c3ccccc3Cl)CC2)o1	-7	.	.	0	-0.3	-4	2	-0.1	-0.4	2
Cc1cc(NS(=O)(=O)c2ccc(NC(=O)CCCOc3ccccc3)cc2)no1	4	17	-5	-10	9.5	2	-8	1.7	i	1
CN1C(=S)SC2CS(=O)(=O)CC21C (configuration not stated)	11	26	4	-6	-2.6	-1	3	2.7	-0.7	8
COc1ccc(C(=O)Nc2nc3ccc4nc(C)sc4c3s2)cc1	-78	19	-1	-20	-2.7	15	9	-1.7	-0.2	-31
CCOC(=O)c1ccc(NC(=O)N2CCN(S(C)(=O)=O)CC2)cc1	5	-2	-1	-3	-1.2	7	-1	-3.7	-0.2	11
NC(=O)C1CCN(C(=O)c2ccc(NS(=O)(=O)c3ccc(Br)s3)cc2)CC1	-20	.	.	0	0.9	11	2	.	i	.
O=C(CN1C(=O)c2ccccc2C1=O)Nc1ccc(S(=O)(=O)NCC2CCCO2)cc1 (configuration not stated)	5	-6	-5	-19	0.5	-2	2	-0.6	i	-1
CC(NS(=O)(=O)c1ccc(F)cc1)C(=O)NCc1ccncc1 (configuration not stated)	6	6	-1	-6	-0.1	18	3	1.9	i	3
C=CCNC(=O)CC(=O)N/N=C/c1ccc(F)cc1	-1	37	6	.	.	4	3	-0.6	-0.5	-8
Clc1ccc(-c2noc(CCCOc3ccccc3)n2)cc1	-6	25	-2	-11	0.2	12	-2	-1.7	-1.0	-1
Clc1ccc(OCc2nc(-c3ccncc3)no2)c(Cl)c1	0	3	5	18	1.6	1	0	-6.9	-0.3	-8
COc1ncccc1-c1ccc2nncn2c1	.	.	.	.	1.5	4	2	.	-4.0	.
Cc1nc(-c2cnn(-c3ccccc3)c2)c2cc(C)oc2n1	12	2	2	-13	.	9	119*	0.0	i	-11
O=P(O)(O)c1ccccc1OCCOCCOc1ccccc1P(=O)(O)O	-2	-2	-1	2	1.0	0	3	0.0	i	-1
CC[C@@]1(O)C(=O)OCc2c1cc1n(c2=O)Cc2cc3ccccc3nc2-1	.	12	-1	.	.	.	.	1.0	.	-5
COC(=O)c1sccc1S(=O)(=O)N1CCCC(N(C)CCc2ccccn2)C1 (configuration not stated)	-2	-6	1	-2	2.2	2	-2	2.6	-0.3	-2
CCN(CC)C(=O)CSc1nnc(-c2ccc(S(=O)(=O)NCc3ccccc3Cl)cc2)o1	0	14	-5	-13	.	9	7	-0.8	i	-4
Next part:
SMILES	MazEF act	VHR inh abs	SARS 3CLpro inh	PriA SSB inh	Mtb BioA inh	GDH-TPI inh	Mtb FBA inh	Mtb UGM inh	Vc quorum ag	Rv3671c inh
O=C(COC(=O)Cc1c(Cl)cccc1Cl)NC1CCCC1	7	.	.	-6	-0.7	-9	0	-3.1	0.6	1
CC(C)N1CCC1(C)C(=O)Nc1ccccc1OC(F)F (configuration not stated)	.	.	.	.	-1.1	-8	-3	.	-5.0	.
CCCOc1ccc(C2CC(=O)Nc3cc(OC)c(OC)cc32)cc1 (configuration not stated)	6	18	6	-4	-2.5	-6	-1	2.5	-4.3	.
COc1ccc(NC(=O)CN2C(=O)CSC2=O)cc1	11	19	-3	-5	.	-10	-2	-0.2	-0.4	7
COc1ccccc1NC(=O)c1ccc2snnc2c1	-13	2	-2	-11	.	8	-1	-3.4	i	-4
CC(C)NC(=O)N(C)C[C@H]1Oc2cc(C#Cc3ccc(F)cc3)ccc2S(=O)(=O)N([C@H](C)CO)C[C@H]1C	4	.	.	.	-4.0&-0.3&-1.0	16	3	.	-0.4	.
COc1ccc(/C=C2\N=C(c3ccc(C)cc3)OC2=O)cc1	5	-8	-1	-9	0.0	7	0	0.9	i	5
O=C(c1cccc(S(=O)(=O)N2CCCCCC2)c1)N1CCN(c2ccccc2)CC1	-2	-8	6	3	5.8	-9	-6	-2.1	i	-5
Cc1cccc(N(CC(=O)N/N=C/c2ccc(OCC(=O)NCc3ccco3)cc2)S(C)(=O)=O)c1C	6	16	2	.	-1.2	1	1	1.0	i	-4
CC1=NOC(=O)/C1=C/c1ccc(N(C)C)cc1	-175	22	-4	-6	.	.	.	-2.1	.	-5
CC(C)CC(CO)N1CCN(C(=O)c2ccc(Cl)cc2Cl)CCC1=O (configuration not stated)	3	4	-1	-17	0.6	4	-1	-2.8	0.4	-2
Cc1cccc(-c2noc(CCC(=O)Nc3ccccc3)n2)c1	-2	10	-1	-12	0.8	0	0	-0.1	-5.0	-1
CCCCCNC(=O)c1c[nH]c2ccc(S(=O)(=O)N3CCC4(CC3)OCCO4)cc2c1=O	-1	-26	-4	-5	.	12	8	2.3	-0.3	-3
CC(C)(C)n1nc2c(c1NC(=O)c1ccc(S(=O)(=O)N3CCCCC3)cc1)CS(=O)C2 (configuration not stated)	4	38	0	-18	-0.8	-1	4	-1.4	4.1	1
CCOC(=O)C1=C(N)Oc2c(c(=O)oc3ccccc23)C12C(=O)N(C)c1ccccc12 (configuration not stated)	-10	17	-1	-11	0.5	0	-7	0.1	i	-7
CCOc1ccc(C2C(C#N)=C(N)Oc3nc[nH]c(=O)c32)cc1 (configuration not stated)	-6	3	4	-3	.	4	4	-2.6	i	1
Cc1ccc(S(=O)(=O)N2CCN(C(=O)COC(=O)CCOc3cc(C)ccc3C)CC2)c(C)c1	-2	.	.	3	-1.3	8	-1	.	-1.1	.
CC1CN(C(=O)CN2C(=O)NC3(CCCCCC3)C2=O)CC(C)O1 (configuration not stated)	-8	25	4	-6	-1.2	-1	0	1.8	12	6
CC(C)COc1ccc(C(=O)NC(=S)Nc2ccc(CN3CCOCC3)cc2)cc1	1	-5	3	-5	.	4	1	-0.3	-0.4	-6
O=c1cc(CO)oc(C(Nc2ccccn2)c2ccccc2Cl)c1O (configuration not stated)	0	-14	3	-8	.	0	3	-1.4	0.4	1
O=C(O)CNC(=S)N(Cc1ccccc1)Cc1cccs1	-4	8	1	-14	.	2	2	-2.9	-0.4	-1

Pulled by structure from above, seven records:
SMILES	MazEF act	VHR inh abs	SARS 3CLpro inh	PriA SSB inh	Mtb BioA inh	GDH-TPI inh	Mtb FBA inh	Mtb UGM inh	Vc quorum ag	Rv3671c inh
O=C(c1cccc(S(=O)(=O)N2CCCCCC2)c1)N1CCN(c2ccccc2)CC1	-2	-8	6	3	5.8	-9	-6	-2.1	i	-5
CC(C)CC(CO)N1CCN(C(=O)c2ccc(Cl)cc2Cl)CCC1=O (configuration not stated)	3	4	-1	-17	0.6	4	-1	-2.8	0.4	-2
CC1CN(C(=O)CN2C(=O)NC3(CCCCCC3)C2=O)CC(C)O1 (configuration not stated)	-8	25	4	-6	-1.2	-1	0	1.8	12	6
CC(C)N1CCC1(C)C(=O)Nc1ccccc1OC(F)F (configuration not stated)	.	.	.	.	-1.1	-8	-3	.	-5.0	.
COc1ccc(/C=C2\N=C(c3ccc(C)cc3)OC2=O)cc1	5	-8	-1	-9	0.0	7	0	0.9	i	5
CCCCCNC(=O)c1c[nH]c2ccc(S(=O)(=O)N3CCC4(CC3)OCCO4)cc2c1=O	-1	-26	-4	-5	.	12	8	2.3	-0.3	-3
O=C(O)CNC(=S)N(Cc1ccccc1)Cc1cccs1	-4	8	1	-14	.	2	2	-2.9	-0.4	-1

The list is partial, so the mix of outcomes need not match the whole.
